T cell modulator – T cell immune modulators affecting CD8 T cell-vesicle binding. 2C CD8+ T cell-vesicle binding, flow cytometry; active compounds read low. calls only at 7 µM. 330,000 compounds, 0.068% hits. AID 2052;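 active means response, share of CD8 T cells binding vesicles, and their 90th percentile fluorescence all below set limits, cut at about 80% in these data, passing the limit was not always enough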
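System: murine 2C transgenic CD8+ T lymphocytes; also added: QL9-loaded Drosophila micro-vesicles; times: binding 1.5 h at 37 °C; measured by: flow cytometry, PE anti-B7-1 (FL2) versus Alexa647 anti-CD8 (FL8), PFA-fixed; control set: Peptide-free naked vesicles (low) and QL9 vesicles with 0.7% DMSO vehicle (high)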
M1AAP inhibition – malaria alanyl aminopeptidase activity blockers – biochemical, fluorogenic H-Leu-NHMec substrate, 1536-well (AID 1445). 220,000 compounds, 0.42% hits. inhibition, % at 30 µM, or IC50 in µM where a hit was titrated. recombinant M1AAP, H-Leu-NHMec fluorogenic kinetic assay; higher % means a stronger effect;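 active means primary inhibition above the hit cutoff, then over 50% inhibition at one or more dose response concentrations, cut at about 23% in these data, passing the limit was not always enough; inconclusive means conflicting primary data, or primary hits not chosen for dose response; inactive means low primary inhibition, or under 50% at every dose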;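 further: plate controls were DMSO full reaction for no effect and no enzyme background for full effect; strong numbers were not always called active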
Autophagy HCS – modulators of autophagy. calls only at 10 µM (by protocol). 190,000 compounds, 0.98% hits. AID 463193. MEF GFP-LC3 puncta imaging; test concentration mostly 10 µM;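 active means percentage of spot-positive cells more than 3 SD above its plate mean, without a fluorescence outlier flag or 80% toxicity; inconclusive means no clear call, values can overlap the other calls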;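 further: spot-positive cell cutoff set from DMSO-treated cells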
MT stabilizer – microtubule stabilization, imaging screen. HeLa tubulin immunostaining HCS, 24 h; share of cells brighter than vehicle mean+2SD. % tubulin-high responders, % at 10 µM. 200,000 compounds, 0.83% hits. AID 2205;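 active means plate Z-score above 3 for both tubulin-high and condensed-nucleus cell shares, with cell loss under 80%, at 10 µM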;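 further: anti alpha tubulin signal scored within the nucleus-defined area of each cell; some results filed as inactive read as strong as hits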
Dynein transport – dynein cargo transport inhibition | 3617.4 mouse cells, GR-EGFP nuclear translocation imaging; test concentration mostly 20 µM; stimulated with dexamethasone, 1 µM; active compounds read low | z-score, hits read low | 220,000 compounds, 0.47% hits;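 active means plate z-score of nuclear minus cytoplasmic receptor signal below a set negative limit, without overly bright fluorescence or cell loss, cut at about -3.5 in these data, passing the limit was not always enough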;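 further: z-score of nuclear minus cytoplasmic ring GR-EGFP intensity difference per well; some compounds called inactive have numbers as strong as hits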
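Buffer or medium: tet-free, stripped-serum medium; reagent: dexamethasone at 1.0 µM final, 30 min; incubation: 48 h induction, 1 h compound, 30 min dex at 37 °C; measured by: formaldehyde fixation, Hoechst nuclear stain, 10x automated fluorescence imaging; read-out: nuclear-to-cytoplasmic GR-EGFP distribution per well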
b-catenin transl – modulators of beta-catenin nuclear translocation | HeLa beta-catenin nuclear translocation, immunofluorescence imaging | nuclear translocation activity, % at 5 µM | 190,000 compounds, 0.3% hits | AID 1665;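 active means nuclear translocation activity above 50% at 5 µM, with a well cell count of 50 or more; inconclusive means wells under 50 cells across six images, flagged as toxic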;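 further: per-cell ratio of nuclear to cytoplasmic median beta-catenin stain intensity; plate controls were DMSO negative control for no effect and GSK-3 inhibitor IX positive control for full effect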
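Test system: human HeLa cells, native beta-catenin. Compound dosing: 5 µM primary single dose, 0.1% DMSO, 0.02–20 µM confirmation series. Incubation: compound exposure 24 h at 37°C. Detection: beta-catenin immunostaining with DAPI counterstain, 20x imaging, 6 fields/well. Read-out basis: Nuclear/cytoplasmic beta-catenin signal ratio, % activation.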
Yfh1-depleted yeast – mitochondrial function rescue without frataxin homolog – Friedreich's ataxia, plus single-dose screen, dose response (AID 1465) | fold induction at 50 µM, or EC50 in µM where a hit was titrated | S. cerevisiae Yfh1-off respiration, WST-1 reduction, 72 h; higher fold induction means a stronger effect | 220,000 compounds, 0.074% hits;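 active means fold induction of absorbance versus untreated yeast above a set limit, then at least 30% activation at any dose in follow-up; inconclusive means repeats straddling the limit, or above it without dose testing; inactive means fold induction below the set limit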;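 further: activators that raise dye reduction in frataxin-depleted yeast; strong numbers were not always called active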
P. falciparum M17LAP – P. falciparum M17LAP inhibitors, primary screen, biochemical, fluorogenic H-Leu-NHMec substrate, 1536-well (AID 1619); one-dose inhibition, % at 30 µM; IC50 in µM for titrated hits; 220,000 compounds, 0.38% hits; recombinant M17LAP, H-Leu-NHMec fluorogenic kinetic assay; higher % means a stronger effect;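 active means compound inhibiting the enzyme by more than half at any dose during confirmatory dose-response retesting; inconclusive means strong single-dose inhibitors picked by rank but not retested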;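 further: plate controls were full reaction with DMSO carrier for no effect and no enzyme background for full effect; strong numbers were not always called active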
WT yeast gro inh – growth inhibition of WT yeast, mitochondrial fusion screen; inhibition, % at 10 µM; 190,000 compounds, 2.1% hits; mitochondrial fusion phenotypic screen, WT strain; AID 1362; in the data active means inhibition above about 58%; tested in S. cerevisiae
WT yeast gro inh mutant strain – recorded beside WT yeast gro inh, whose call it bears; inhibition, %; mitochondrial fusion phenotypic screen, mutant strain inhibition
Dynein transport cytoplasmic EGFP – further read-out of Dynein transport, marked with its call; z-score; measured here: cytoplasmic GR-EGFP intensity; active compounds read high
Dynein transport nuclear GR-EGFP – further read-out of Dynein transport, marked with its call; z-score; measured here: nuclear GR-EGFP intensity;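 lower value marks the stronger effect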
Dynein transport cell count – also measured in Dynein transport; calls as there; z-score; measured here: cell count per field
b-catenin transl cell count 5 µM – second read-out of b-catenin transl, no call of its own (marks repeat the call); cell count; measured here: cell count, cytotoxicity flag
T cell modulator vesicle-bound % – further read-out of T cell modulator, marked with its call; double positive events, %; measured here: CD8+ vesicle-bound cell fraction;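 binding gate set so that unloaded-vesicle control wells show 10% double positive cells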
MT stabilizer Hoechst-high % – recorded beside MT stabilizer, whose call it bears; % Hoechst-high responders; measured here: nuclear condensation Hoechst responders;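 share of cells brighter than vehicle mean plus two SD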
MT stabilizer cytotoxicity % – further read-out of MT stabilizer, marked with its call; toxicity, %; measured here: cytotoxicity by cell density;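 0% = mean cell density of plate MIN control wells and 100% = no cells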
Autophagy HCS cell loss 18 h – recorded beside Autophagy HCS, whose call it bears; toxicity, %; measured here: cell loss, nuclei count;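 cell loss after 18 h compound exposure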
The depositor's hits bear a star; i = inactive; ? = inconclusive; . = no result given.

SMILES | T cell modulator | T cell modulator vesicle-bound % | M1AAP inhibition | Autophagy HCS | Autophagy HCS cell loss 18 h | MT stabilizer | MT stabilizer Hoechst-high % | MT stabilizer cytotoxicity % | Dynein transport | Dynein transport cytoplasmic EGFP | Dynein transport nuclear GR-EGFP | Dynein transport cell count | b-catenin transl | b-catenin transl cell count 5 µM | Yfh1-depleted yeast | P. falciparum M17LAP | WT yeast gro inh | WT yeast gro inh mutant strain
Cn1c(=O)c(=O)n(C)c2cc(S(=O)(=O)CCC(=O)N3CCOCC3)ccc21 | i | 47 | 6% | . | . | 6.3 | 2.3 | 5.1 | 0.72 | -0.079 | 0.62 | -0.71 | 0.9 | 1150 | i | -7% | 9 | -10
O=C(CCN1C(=O)c2ccccc2C1=O)C1=NN[C@@H]2C(=O)N(c3cccc(F)c3)C(=O)[C@H]12 | i | 35 | 2% | i | 10 | 2.6 | 1.8 | 4.2 | -0.2 | -0.22 | -0.12 | 0.94 | 3.2 | 538 | i | 9% | 9 | 2
CCOC(=O)c1ccc(NC(=O)NCCc2ccccc2OC)cc1 | i | 37 | 11% | i | -10 | 1.4 | 1.9 | 1.8 | 0.33 | -0.18 | 0.058 | -0.32 | 0.2 | 1501 | i | -5% | 11 | -14
Cc1nnc(NC(=O)C2C3C=CC(O3)C2C(=O)O)s1 (stereo unspecified) | i | 55 | -5% | i | -2 | 1.0 | 1.3 | 6.0 | -0.76 | 0.094 | -0.063 | 0.95 | 0.3 | 1061 | i | -5% | 11 | 20
CCCN(CCC)C(=S)NC(=O)c1ccc(Cl)cc1Cl | i | 17 | 8% | i | 4 | 2.6 | 1.8 | 0.1 | 0.1 | -0.23 | 0.33 | 0.41 | . | . | i | 16% | . | .
O=C1c2cccc3cccc(c23)C(=O)N1Cc1cccnc1 | i | 51 | -4% | . | . | . | . | . | -0.13 | -0.29 | -0.053 | 0.26 | 0.1 | 1343 | i | -23% | . | .
N=C1/C(=C/c2cccn2-c2ccc([N+](=O)[O-])cc2)C(=O)N=C2SC=CN12 | i | 2 | 2% | i | 41 | 8.1 | 3.4 | 8.3 | -0.29 | -0.24 | 0.24 | 0.49 | 1.6 | 1006 | i | 20% | -11 | 20
COc1ccc2[nH]c(=O)c(CNC3CCCCC3)cc2c1 | i | 56 | 4% | i | 4 | 3.3 | 1.7 | 34 | 0.3 | -0.21 | 0.14 | 0.56 | -1.2 | 1070 | i | -13% | 32 | -21
COc1ccc(-c2ccc(C(=S)N3CCN(C(C)=O)CC3)o2)cc1 | i | 10 | 6% | i | -4 | 4.6 | 3.7 | 2.5 | -0.25 | -0.055 | 0.35 | -0.55 | 1.4 | 1359 | i | -7% | 16 | 4
Cc1cc(=O)[nH]c(N/N=C/c2c(C)nn(-c3ccccc3Cl)c2Cl)n1 | i | 12 | 9% | i | 8 | 3.9 | 3.4 | 4.1 | -0.18 | -0.3 | 0.16 | 0.1 | -0.3 | 1089 | i | 12% | -6 | 5
O=C(Nc1cccc(F)c1)/C(=C\c1ccco1)NC(=O)c1cccs1 | i | 33 | ? | i | -16 | 3.4 | 2.2 | 5.9 | -1.2 | -0.11 | -0.64 | 0.99 | -0.8 | 1349 | i | 15% | -21 | -8
O=C(NC1CCCc2ccccc21)c1ccccc1 (stereo unspecified) | i | 38 | 0% | i | 7 | 1.9 | 2.3 | 7.6 | 0.32 | -0.31 | -0.24 | 0.093 | 1.8 | 937 | i | -22% | 12 | -12
COc1ccc(Cc2nnc(NC(=O)C(C)C)s2)cc1 | i | 30 | 1% | . | . | . | . | . | -0.25 | -0.24 | 0.52 | -0.55 | 2.1 | 1313 | i | -7% | . | .
O=C(c1cccnc1)N1c2ccccc2Sc2ccccc21 | i | 46 | 4% | i | 21 | 2.1 | 0.8 | 4.5 | -0.013 | 0.006 | 0.17 | 0.025 | 0.0 | 1135 | i | 0% | -4 | 3
Cc1ccc(S(=O)(=O)N(C)C)cc1NC(=O)COC(=O)C1COc2ccccc2O1 (stereo unspecified) | i | 34 | 8% | i | -17 | 3.1 | 2.4 | 5.9 | 1.8 | 0.45 | 1.1 | -1.8 | -2.8 | 1076 | i | 0% | 0 | -15
O=C(CCC1CCCN(Cc2cccc3c2OCO3)C1)NCc1ccc(F)c(F)c1 (stereo unspecified) | i | 27 | -2% | i | -3 | 3.8 | 2.3 | 8.3 | 0.3 | -0.13 | 0.036 | -0.8 | 0.5 | 1510 | i | -1% | 10 | 3
Clc1cccc(-c2ccc(CNCCCN3CCOCC3)o2)c1 | i | 53 | 2% | i | -12 | 3.8 | 2.4 | 3.2 | 0.43 | -0.29 | -0.0031 | 0.99 | 4.1 | 896 | i | 0% | 19 | 16
CCc1nnc(NC(=O)CSc2nnc(CNc3ccc(C)cc3)n2C)s1 | i | 6 | . | i | -17 | 0.9 | 1.2 | 5.0 | -0.73 | -0.25 | -0.12 | 1.2 | -1.2 | 1052 | i | . | 1 | -3
CCC(Sc1ccc2nnc(-c3ccc(F)cc3)n2n1)C(=O)OC (stereo unspecified) | i | 32 | -1% | i | 1 | 4.1 | 2.8 | 6.9 | 0.64 | -0.22 | 0.39 | -0.32 | -1.1 | 1051 | i | -6% | 0 | 17
COc1cccc(-c2nnc(-c3ccc(C(F)(F)F)cc3)o2)c1 | i | 42 | 4% | i | -4 | 2.3 | 1.8 | 3.9 | 0.14 | 0.0096 | 0.15 | 0.46 | -1.4 | 1314 | i | 9% | 18 | 11
CCN(CC)CCNC(=O)c1cn(C)c2ccc(S(=O)(=O)N(C)C3CCCCC3)cc2c1=O | i | 44 | 4% | i | 9 | 4.8 | 3.6 | 4.8 | 0.8 | -0.13 | 0.76 | -0.45 | . | . | i | 20% | -8 | 2
Cc1cc(C)cc(-n2nnc(C(=O)NCc3ccco3)c2N)c1 | i | 12 | 6% | i | 3 | 1.3 | 1.9 | 1.7 | -1.1 | -0.27 | -0.39 | 0.41 | 6.1 | 474 | i | -8% | -29 | -18
COC(=O)C1C(=O)c2c([nH]c(C(=O)OCCSC)c2C)CC1C (stereo unspecified) | i | 64 | 0% | i | 8 | 7.1 | 2.7 | 4.3 | -0.37 | -0.25 | -0.17 | 0.54 | . | . | i | 5% | 13 | 9
CCOCCCn1c(=NC(=O)c2ccc(OC)c(OC)c2)c(C#N)cc2c(=O)n3cccc(C)c3nc21 | i | 42 | -4% | i | 31 | 2.1 | 1.0 | 4.6 | -0.14 | -0.065 | 0.097 | 0.72 | 1.1 | 1153 | . | -18% | 1 | -41
Cc1ccc(C(=O)Nc2ccccc2SCC2CSc3nc4ccccc4c(=O)n32)cc1 (stereo unspecified) | i | 55 | 0% | i | -24 | 1.7 | 0.4 | 7.4 | 1.2 | -0.25 | 0.82 | 0.33 | . | . | i | -2% | -11 | -7
CCN(c1cccc(C)c1)C(C(=O)Nc1ccc(OC)cc1)c1cc2c(cc1[N+](=O)[O-])OCO2 (stereo unspecified) | i | 52 | 5% | i | -12 | 2.1 | 2.0 | 6.1 | -0.15 | -0.23 | 0.22 | 0.026 | 4.6 | 959 | i | -17% | 17 | 19
Cc1ccc(SCCC(=O)NC(C(C)C)C(C)C)cc1 | i | 54 | 13% | i | 2 | 1.0 | 1.9 | 1.2 | -0.91 | -0.34 | -0.91 | 1.2 | 2.6 | 897 | i | -6% | 1 | -5
Cc1ccc(-c2csc(NC(=O)COc3ccc(N(C)S(=O)(=O)c4ccc(C)cc4)cc3)n2)cc1 | i | 44 | 1% | i | -5 | 2.5 | 1.9 | 3.3 | 0.3 | -0.22 | 0.35 | 0.21 | 1.0 | 1096 | i | -1% | -15 | -2
CCOC(=O)c1cccc(S(=O)(=O)N(CCO)Cc2cc3cc(OC)c(OC)cc3[nH]c2=O)c1 | i | 48 | 9% | i | 12 | 2.4 | 1.4 | 1.2 | 0.16 | -0.23 | 0.19 | 0.53 | -1.4 | 1011 | i | 15% | 3 | -39

Arranged by value in WT yeast gro inh mutant strain (highest first): 3 of the compounds above
| SMILES | T cell modulator | T cell modulator vesicle-bound % | M1AAP inhibition | MT stabilizer Hoechst-high % | Dynein transport | Dynein transport cytoplasmic EGFP | Dynein transport nuclear GR-EGFP | Dynein transport cell count | P. falciparum M17LAP | WT yeast gro inh mutant strain |
| --- | --- | --- | --- | --- | --- | --- | --- | --- | --- | --- |
| Clc1cccc(-c2ccc(CNCCCN3CCOCC3)o2)c1 | i | 53 | 2% | 2.4 | 0.43 | -0.29 | -0.0031 | 0.99 | 0% | 16 |
| CCc1nnc(NC(=O)CSc2nnc(CNc3ccc(C)cc3)n2C)s1 | i | 6 | . | 1.2 | -0.73 | -0.25 | -0.12 | 1.2 | . | -3 |
| CCOCCCn1c(=NC(=O)c2ccc(OC)c(OC)c2)c(C#N)cc2c(=O)n3cccc(C)c3nc21 | i | 42 | -4% | 1.0 | -0.14 | -0.065 | 0.097 | 0.72 | -18% | -41 |

Bioassay records from PubChem BioAssay.
